CRFBP-R2 agonist: agonists of CRF-BP/CRF-R2 complex, primary screen, cell-based, HEK293, calcium dye fluorescence, uHTS. CRF-binding protein / CRF receptor 2 complex (human). AID 588473, 2011. 0.46% of 350,000 active. activation, % at 13.2 µM. calcium dye fluorescence (FLIPR); percent of saturating CRF peptide response;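 active = activation of at least 50%, plus an integration ratio under a set limit after plate pattern correction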;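 also: plate controls were neutral control wells without compound for no effect and CRF at EC100 for full effect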
CHO-K1 Ca PAM: nonselective calcium activators in parental CHO-K1 cells, primary screen, counter-screen for M1 PAM project, cell-based, Fluo-8 calcium fluorescence, full deck, 1536-well; 0.02% of 360,000 active; AID 602247, 2012; ATP EC20; 0% at ATP EC20, 100% at ATP max; activation, % at 3 µM;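 active = activation above the run cutoff, the mean activation of all test compounds plus 3 SD, cut at about 40% in these data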;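 also: peak over basal fluorescence ratio in a 140 s read after ATP addition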
M4 PAM: human M4 muscarinic receptor positive allosteric modulators, primary screen, CHO-K1 cells, Fluo-8 calcium fluorescence; CHO-K1 hM4/Gqi5, ACh EC20; 0% = ACh EC20, 100% = maximal ACh; activation, % at 3 µM; 0.4% of 360,000 active;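 active = activation above its plate's cutoff, the mean activation of sample wells plus 3 SD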; also: some results filed as inactive read as strong as hits
Target sequence (P08173 whole entry, looked up): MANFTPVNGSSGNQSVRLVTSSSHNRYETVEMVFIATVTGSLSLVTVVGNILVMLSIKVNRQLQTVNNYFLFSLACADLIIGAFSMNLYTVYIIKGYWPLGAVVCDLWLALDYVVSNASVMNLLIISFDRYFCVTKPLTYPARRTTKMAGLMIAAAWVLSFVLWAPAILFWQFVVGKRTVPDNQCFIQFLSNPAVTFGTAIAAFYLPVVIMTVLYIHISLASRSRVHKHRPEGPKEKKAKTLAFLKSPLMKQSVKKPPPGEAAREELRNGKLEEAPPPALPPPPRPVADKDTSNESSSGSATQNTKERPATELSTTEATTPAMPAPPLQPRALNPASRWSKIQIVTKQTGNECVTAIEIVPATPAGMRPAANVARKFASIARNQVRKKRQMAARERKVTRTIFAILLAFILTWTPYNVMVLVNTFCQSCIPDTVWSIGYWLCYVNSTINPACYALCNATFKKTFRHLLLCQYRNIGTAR
M5 antag: human M5 muscarinic receptor antagonists, primary screen, CHO cells, Fluo-8 calcium fluorescence; inhibition, % at 3 µM; Muscarinic acetylcholine receptor M5 (Homo sapiens), P08912; CHO-hM5 cells, ACh EC80; 0.59% of 360,000 active; AID 624040, 2012;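 active = inhibition above a per-plate cutoff, the mean of that plate's test compounds plus 3 SD, cut at about 27% in these data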;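 also: 0% = acetylcholine EC80 with DMSO and 100% = DMSO without agonist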
CHRM5 agonist: human M5 muscarinic receptor agonists, primary screen, CHO-K1 cells, Fluo-8 calcium fluorescence | Muscarinic acetylcholine receptor M5 (Homo sapiens), P08912 | CHO-K1 hM5 cells; 0% DMSO wells, 100% maximal acetylcholine response | activation, % at 3 µM | 0.19% of 360,000 active;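 active = activation above the run's mean over test compounds plus 3 SD, cut at about 23% in these data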;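 also: signal is peak over basal fluorescence ratio across the kinetic read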
TAAR1 ag: human TAAR1 agonists, primary screen, Fluo-8 calcium fluorescence, CHO RD-HGA16 cells; Trace amine-associated receptor 1 (Homo sapiens), Q96RJ0; activation, % at 3 µM; 0.99% of 360,000 active; vehicle wells 0%, saturating PEA agonist 100%;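 active = activation above the mean activation of all test compounds in the run plus 3 SD, cut at about 38% in these data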
Target sequence (Q96RJ0 whole entry, looked up): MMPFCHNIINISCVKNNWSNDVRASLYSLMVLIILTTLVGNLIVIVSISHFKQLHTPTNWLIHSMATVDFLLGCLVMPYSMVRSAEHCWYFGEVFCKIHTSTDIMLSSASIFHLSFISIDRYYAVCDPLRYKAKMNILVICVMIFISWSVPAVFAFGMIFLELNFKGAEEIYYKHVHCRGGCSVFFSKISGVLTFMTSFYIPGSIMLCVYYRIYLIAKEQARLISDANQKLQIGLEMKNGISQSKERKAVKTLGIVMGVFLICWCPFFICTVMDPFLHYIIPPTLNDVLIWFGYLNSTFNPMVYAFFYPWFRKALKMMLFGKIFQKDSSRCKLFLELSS
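Benchmarks: low control DMSO, high control PEA (EC100); System: CHO RD-HGA16 cells carrying human TAAR1 plus Gα16; Detection: Fluo-8 fluorescence, 5 s baseline then 140 s kinetic read; Schedule: 17-24 h plating, Fluo-8 75 min 37 °C, 30 min RT; Read-out basis: % activation from peak over basal fluorescence ratio, DMSO-to-PEA scaled.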
TAAR1 antagonist: human TAAR1 antagonists, primary screen, Fluo-8 calcium fluorescence, CHO RD-HGA16 cells. Trace amine-associated receptor 1 (Homo sapiens), Q96RJ0. inhibition, % at 3 µM. AID 624466, 2012. 1.5% of 360,000 active. antagonist;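 active = inhibition above a per-plate cutoff, the mean inhibition of test compounds on that plate plus 3 SD, cut at about 49% in these data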;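 also: 0% = DMSO plus EC80 beta-PEA response and 100% = DMSO alone without agonist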
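Material: CHO RD-HGA16 cells bearing hTAAR1; compound dosing: one-point dosing, 3 µM nominal final; schedule: dye loading 75 min at 37 °C, then 30 min room temperature; measured by: calcium fluorescence with Fluo-8; control set: vehicle and agonist controls; replication: n of 1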
M5 PAM: human M5 muscarinic receptor positive allosteric modulators, primary screen, CHO-K1 cells, Fluo-8 calcium fluorescence | CHO-K1 hM5, ACh EC20 PAM; 0% = ACh EC20, 100% = ACh EC100 | Muscarinic acetylcholine receptor M5 (Homo sapiens), P08912 | 0.3% of 360,000 active | activation, % at 3 µM;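 active = activation above the run cutoff, the mean activation of all test compounds plus 3 SD, cut at about 18% in these data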
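System: CHO-K1 hM5 cells. Reagent: acetylcholine, EC20 level. Compound dosing: single dose, 3 µM nominal final test concentration. Timing: Post-acetylcholine fluorescence recording 140 s. Detection: Fluo-8 calcium fluorescence. Read-out: % activation, ACh-normalized. Benchmarks: ACh EC20 and EC100 wells. Repeats: singlicate, one well per test compound.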
CRFBP-R2 block: antagonists of CRF-BP/CRF-R2 complex, primary screen, cell-based, HEK293, calcium dye fluorescence, uHTS; 0.59% of 350,000 active; CRF-induced calcium fluorescence; AID 588475, 2011; inhibition, % at 11.8 µM;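 active = inhibition of the ligand-induced calcium signal above about 50% at the single tested concentration, limit read from the data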
Active calls of the source: *; . = not tested or not shown.

SMILES | CRFBP-R2 agonist | CHO-K1 Ca PAM | M4 PAM | M5 antag | CHRM5 agonist | TAAR1 ag | TAAR1 antagonist | M5 PAM | CRFBP-R2 block
COc1ccc(NC(=O)COc2cccc3c2CCN(C)C3=O)c(OC)c1 | -1.0 | -7 | -6 | 10 | -3 | 5 | -6 | -5 | 2
O=C1CC(NS(=O)(=O)c2ccccc2)CN1c1ccc2c(c1)OCCO2 (stereo not given) | -0.9 | 16 | -4 | -13 | -2 | 2 | -11 | 3 | -11
COc1ccc(CCNC(=S)N2CCN(S(=O)(=O)c3ccc(Cl)cc3)CC2)cc1 | 4.1 | -4 | -1 | 9 | -4 | 4 | -10 | -1 | -16
CCCOc1ccccc1C(=O)N(Cc1cccs1)C1CCS(=O)(=O)C1 (stereo not given) | -1.3 | 19 | 7 | -4 | -1 | 4 | -8 | -2 | 1
COc1ccc(/C=N\N=C2/SC(CC(=O)O)C(=O)N2c2ccc(O)cc2)cc1OC (stereo not given) | -0.4 | 20 | 9 | -5 | -1 | 2 | -4 | 1 | -2
O=C(CSc1nnc(-c2ccccc2)n1-c1ccccc1)c1ccc[nH]1 | 1.8 | 19 | 0 | -1 | -2 | 4 | 5 | 2 | -21
O=C(NC(=S)N1CCN(c2ccc(F)cc2)CC1)c1ccccc1 | -0.1 | 12 | -6 | 1 | 0 | 4 | -4 | 3 | -8
Clc1ccccc1CN(Cc1ccccc1)c1ncnc2nc[nH]c12 | -1.9 | 16 | -4 | -4 | -7 | 4 | 15 | 2 | -4
COC(=O)c1ccc(NC(=O)C2CC3CCC2C3)cc1 (stereo not given) | -0.4 | 3 | -16 | -2 | -2 | 4 | -2 | -2 | -5
CC(Cc1cccs1)NC(=O)NC1CCCCC1 (stereo not given) | 4.2 | 12 | 11 | -8 | -4 | 10 | -6 | -3 | 10
CSc1nnc(CCNS(=O)(=O)c2ccccc2Br)n1C | 1.2 | 17 | 0 | 0 | 0 | -2 | -3 | 13 | -2
COc1ccccc1-c1noc2ncnc(Nc3ccc4c(c3)OCO4)c12 | -1.8 | 11 | 1 | 7 | 1 | 6 | -8 | 4 | 3
COC(=O)c1c(NC(=O)CC2Nc3cc(C)c(C)cc3NC2=O)sc(C)c1C (stereo not given) | 2.5 | 6 | 2 | -5 | 0 | . | . | -2 | -22
Cc1cccc(OCCN2CCOCC2)c1C | -1.7 | -9 | -4 | -7 | -1 | 3 | -1 | 4 | -11
CCOC(=O)c1c(N)sc(C(=O)N2CCCCCC2)c1C | -2.3 | 15 | 3 | 1 | -2 | 6 | -7 | 0 | -12
CSc1cccc(CN(C)C(=O)C2CCC(=O)N(CCCN3CCCC3=O)C2)c1 (stereo not given) | 1.5 | -4 | -7 | 4 | -5 | 0 | -11 | 2 | -14
CCC(C)Sc1cccc(-c2nc3cnccn3c2NC2CCCCC2)c1 (stereo not given) | 6.5 | -6 | -11 | 7 | 4 | 10 | 46 | 4 | -12
CN(C)Cc1c(C(=O)N/N=C/c2cccs2)nnn1-c1nonc1N | -1.4 | -19 | -6 | 11 | -2 | -1 | -15 | 1 | -2
CCNC(=O)CN(c1ccc(OC)c(OC)c1)S(=O)(=O)c1ccccc1 | 0.2 | 24 | 4 | -1 | -2 | 2 | 7 | 8 | 0
O=C(NCCc1ccccc1)C1CCCN1C(=O)Nc1ccc(Cl)cc1 (stereo not given) | -2.3 | 11 | 0 | 2 | -1 | 2 | -8 | 3 | 20
COc1ccc(-c2nc(CCl)cs2)cc1 | -2.2 | 15 | -1 | -2 | 4 | -1 | -17 | 7 | 3
Cc1ccc(NC(=O)C2(N(C(=O)Cn3nnnc3N)c3ccc(C)cc3)CCCCC2)cc1 | 1.1 | 6 | 2 | -9 | -2 | 2 | 2 | -1 | -17
O=C(C1CCN(C2CCN(Cc3ccc4c(c3)CCO4)CC2)CC1)N1CCOCC1 | 4.0 | 9 | -8 | 7 | 0 | 0 | 6 | 5 | -17
CC1=Nc2ncnn2C(c2ccccc2)/C1=N\O (stereo not given) | -0.4 | -7 | 2 | -2 | 0 | 0 | -7 | 4 | 4
S=c1[nH]nc(C(c2ccccc2)C2CCCCC2)o1 (stereo not given) | -0.5 | 4 | 17 | 16 | -6 | -2 | -21 | -2 | 14
CCCc1nnc(NC(=O)CN2C(=O)c3ccccc3S2(=O)=O)s1 | 0.1 | 17 | 7 | 1 | 1 | 7 | 2 | -1 | 1
C=CCN(c1nc(C)cc(OC)n1)S(=O)(=O)c1ccc(C)cc1 | 2.0 | -25 | -11 | -4 | -8 | 0 | -14 | 4 | 13
COC(=O)C[C@@H]1CC[C@@H](NC(C)=O)[C@@H](CO)O1 | . | . | 7 | 4 | 1 | 1 | -21 | 6 | .
CCCCc1ccc(-n2c(Cc3cccs3)n[nH]c2=S)cc1 | 0.6 | 1 | -5 | -5 | -7 | 2 | 10 | -12 | -4
COC(=O)c1ccc(CNC(=O)COC(=O)COc2ccc(OC)cc2)cc1 | -0.8 | 19 | 6 | -1 | -3 | 4 | -5 | 10 | 1
Cc1cccc(-n2c(SCC(=O)Nc3cccc(S(=O)(=O)NC4=NCCCCC4)c3)nc3ccccc3c2=O)c1C | 1.4 | -4 | -17 | 4 | -3 | 4 | -9 | -4 | -17
CC(C)(C)C1CCN2CCC[C@](c3ccccc3)(C1)[C@@]21CO1 (stereo not given in full) | . | -1 | 3 | -7 | 3 | -2 | -3 | 2 | .
C(#Cc1ccc2c(c1)COc1c3ccccc3nn1-2)c1ccccc1 | 7.8 | 5 | -1 | 8 | -2 | 0 | 10 | 2 | -3
CC1(C(=O)Nc2cnc3ccccc3c2)CCN1CCOc1ccccc1 (stereo not given) | . | 3 | -4 | -9 | 2 | 1 | 11 | -10 | .
O=C(NCc1ccccc1)c1ccc(CS(=O)Cc2cccc(Cl)c2)o1 (stereo not given) | -1.0 | 2 | 11 | 0 | -1 | 0 | -1 | -4 | 6
C/C=C(/C(=C/C)c1ccc(O)cc1)c1ccc(O)cc1 | 4.0 | 20 | -5 | -1 | 0 | 0 | 14 | -4 | 17
Cc1ccc(-c2cnc(C(O)c3cccc(C)c3C)[nH]2)cc1 (stereo not given) | . | 6 | 3 | -4 | 0 | -1 | -29 | -2 | .
Cc1ccc(N(CC(O)CN2CCOCC2)S(=O)(=O)c2ccc3ccccc3c2)cc1 (stereo not given) | -2.2 | 22 | 3 | -1 | -1 | 5 | -1 | 3 | -9
CCOc1ccc(NC(=O)Nc2cccs2)cc1 | 1.9 | 9 | 7 | 3 | 5 | 17 | 16 | -5 | 2
Cc1ccc(OCc2nnc(NC(=O)c3ccco3)s2)c(C)c1 | 12 | 14 | 6 | -1 | 3 | 3 | -21 | 1 | -60
COc1ccc(OC)c(NC(=O)C2CCCNC2=O)c1 (stereo not given) | -0.6 | -2 | -3 | -8 | -3 | 17 | -4 | -5 | 9
O=C(CCC(=O)c1cccs1)Nc1ccccc1F | -0.7 | 19 | 12 | -2 | -3 | 12 | -3 | 0 | 5
COc1ccc(NCC(=O)N/N=C2\CCc3ccccc32)cc1 | 1.2 | 9 | 5 | 3 | -4 | 2 | -14 | 2 | 15
Fc1ccccc1N1CC(c2ccccc2)C(c2cccs2)=N1 (stereo not given) | -0.4 | -10 | -10 | 3 | -2 | 0 | 3 | -4 | 18
CC(=O)OCC[C@H](NS(=O)(=O)OCC(Cl)(Cl)Cl)c1ccccc1 | -1.8 | 23 | 8 | 4 | -5 | 2 | -5 | -4 | -2
COc1ccc(OCC(O)CNC(=O)c2ccc(Br)cc2)cc1 (stereo not given) | -0.7 | -3 | -4 | 2 | -4 | 1 | 3 | -2 | 18
O=C(NCCCNC(=O)c1ccccn1)c1ccccn1 | 0.9 | 3 | 8 | 4 | -3 | 7 | 5 | -13 | -4
CCOc1ccccc1NC(=O)CSc1nnnn1-c1ccccc1 | 1.9 | 19 | 6 | 12 | 1 | 1 | 10 | -3 | 8
CC(C)NC(NC(=O)/C=C/c1ccccc1)C(Cl)(Cl)Cl (stereo not given) | -0.1 | -9 | -4 | -7 | -7 | 8 | -4 | -13 | 0
Cc1ccc[n+](C(C)C(=O)c2ccc(-c3ccccc3)cc2)c1 (stereo not given) | -0.9 | 29 | 0 | 3 | -8 | 6 | -2 | -1 | 19
CCNC(=O)C1(C)CCN(C(=O)c2ccc3snnc3c2)C1 (stereo not given) | . | 9 | 10 | 1 | -2 | 0 | -4 | -9 | .
CC(OC(=O)/C(C#N)=C/c1ccc(N(C)C)cc1)C(=O)NCc1ccco1 (stereo not given) | . | -14 | -1 | 5 | 4 | 11 | -1 | -2 | .
Cc1cc(NC(=O)CSc2nnc3ccc(-c4ccc(F)cc4)nn23)no1 | -0.3 | -19 | 6 | -4 | 4 | -2 | -28 | 1 | 2
COc1ccccc1N1CCN(/N=C\c2ccccc2)CC1 | -0.3 | -4 | 6 | -6 | -3 | 2 | -4 | 7 | 11
CC1=CC(c2ccccc2)n2nc(N3C(=O)C4CC=CCC4C3=O)nc2N1 (stereo not given) | -0.8 | 4 | 12 | 0 | -3 | 16 | -1 | 1 | 3
O=C(CSCc1cnn(-c2ccccc2)c1-n1cccc1)NCc1cccs1 | 0.3 | 10 | -1 | 12 | -4 | 2 | -23 | -13 | 9

A different layout for some results above:
Each structure is followed by: CRFBP-R2 agonist | CHO-K1 Ca PAM | M4 PAM | M5 antag | CHRM5 agonist | TAAR1 ag | TAAR1 antagonist | M5 PAM | CRFBP-R2 block
- Cc1ccc[n+](C(C)C(=O)c2ccc(-c3ccccc3)cc2)c1 (stereo not given)
    -0.9 | 29 | 0 | 3 | -8 | 6 | -2 | -1 | 19
- CCNC(=O)C1(C)CCN(C(=O)c2ccc3snnc3c2)C1 (stereo not given)
    . | 9 | 10 | 1 | -2 | 0 | -4 | -9 | .
- CC(OC(=O)/C(C#N)=C/c1ccc(N(C)C)cc1)C(=O)NCc1ccco1 (stereo not given)
    . | -14 | -1 | 5 | 4 | 11 | -1 | -2 | .
- Cc1cc(NC(=O)CSc2nnc3ccc(-c4ccc(F)cc4)nn23)no1
    -0.3 | -19 | 6 | -4 | 4 | -2 | -28 | 1 | 2

Source: PubChem (several laboratories)

An unsorted share of the library; 4.2% or so of the library scored in one or more.
